Bioassay records: PubChem BioAssay, several laboratories
PKA kinase inh: inhibitors of human protein kinase A. P17612. PKA Kemptide phosphorylation, Kinase-Glo ATP luminescence. inhibition, % at 6 µM. 0.1% of 65,000 active. AID 524;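 active means inhibition above the screen-wide mean inhibition plus 3 SD, cut at about 21% in these data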; further: many of its hits are not listed in these tables
FXIa mix inh: blocks human factor XIa in pooled compound mixtures; P03951; purified FXIa, fluorogenic substrate; inhibition, % at 5 µM; 0.19% of 62,000 active;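 further: each value is inhibition by a whole ten-compound pool holding the compound; 0% = enzyme with no mixture and 100% = wells lacking enzyme; strong numbers were not always called active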
FXIIa inh mix: inhibitors of human coagulation factor XIIa, pooled mixtures; AID 684; 0.2% of 62,000 active; P00748; purified FXIIa, fluorogenic substrate; inhibition, % at 5 µM;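 further: 0% = enzyme without compound and 100% = no enzyme blank; some results filed as inactive read as strong as hits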
Target sequence (P00748 20-372 limits assumed): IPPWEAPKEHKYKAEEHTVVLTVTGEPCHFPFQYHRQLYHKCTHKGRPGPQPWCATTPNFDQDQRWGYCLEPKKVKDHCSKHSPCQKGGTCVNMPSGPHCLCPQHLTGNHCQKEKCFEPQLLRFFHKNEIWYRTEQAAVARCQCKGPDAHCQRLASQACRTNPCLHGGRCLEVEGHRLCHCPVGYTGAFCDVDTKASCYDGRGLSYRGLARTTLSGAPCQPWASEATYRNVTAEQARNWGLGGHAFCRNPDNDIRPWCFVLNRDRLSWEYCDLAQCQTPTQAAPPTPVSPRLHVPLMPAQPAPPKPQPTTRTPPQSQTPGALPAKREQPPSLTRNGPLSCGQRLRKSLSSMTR
Target sequence (P00748 373-615 limits assumed): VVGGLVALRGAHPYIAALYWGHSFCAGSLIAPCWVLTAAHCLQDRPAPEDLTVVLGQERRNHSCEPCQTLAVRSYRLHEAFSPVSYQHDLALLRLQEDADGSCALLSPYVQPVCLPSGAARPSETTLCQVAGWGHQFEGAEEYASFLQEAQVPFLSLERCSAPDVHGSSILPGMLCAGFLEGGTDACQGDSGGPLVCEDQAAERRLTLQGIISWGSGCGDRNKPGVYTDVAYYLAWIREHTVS
C1s inh: blocks human complement C1s protease activity | purified C1s, fluorogenic AMC substrate, pooled mixtures | mean inhibition % of two 10-compound mixtures (active compounds read high), % at 5 µM (by protocol) | P09871 | 0.16% of 62,000 active;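 active means inhibition above 20% in each of the two 10-compound mixture wells holding the compound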;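 further: 0% = enzyme wells lacking compound mixture and 100% = no-enzyme blank wells; some compounds called inactive have numbers as strong as hits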
JNK3 blocker: inhibitors of human JNK3 kinase. P53779. purified JNK3 kinase activity, HTS. AID 746. inhibition, % at 8 µM. 0.61% of 60,000 active; in the data active means inhibition above about 17%;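 further: 0% = DMSO and 100% = reference inhibitor; many of its hits are not listed in these tables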
CatG inh: blocks human cathepsin G enzyme activity; P08311; purified enzyme, AMC-tetrapeptide fluorescence, pooled mixtures; inhibition, % at 5 µM (by protocol); 0.2% of 62,000 active;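 active means inhibition above 20% in each of the two mixture wells holding the compound; inactive means inhibition of 20% or less in either well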;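 further: 0% = enzyme control without mixture and 100% = blank lacking enzyme; strong numbers were not always called active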
CatL block: inhibitors of human cathepsin L; P07711; purified cathepsin L, fluorogenic substrate, fluorescence; inhibition, %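 (tested at 10 µM)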; 0.17% of 58,000 active; in the data active means inhibition above about 45%;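 further: 0% = enzyme with no compound and 100% = no enzyme blank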
ROCK2 inh: ROCK2 (human) kinase inhibition; O75116; purified ROCK2, Kinase-Glo ATP depletion luminescence; inhibition, % at 6 µM; 0.35% of 60,000 active; AID 604;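 active means inhibition above the screen-wide mean inhibition plus 3 SD, cut at about 18% in these data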;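 further: plate controls were DMSO wells for no effect and Y-27632 control wells after no-enzyme background subtraction for full effect; many of its hits are not listed in these tables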
CatS block: inhibitors of human cathepsin S; P25774; recombinant cathepsin S, AMC dipeptide fluorescence, pooled mixtures; inhibition, %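 (tested at 5 µM per compound within 10-compound mixtures)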; 0.06% of 62,000 active; AID 501; in the data active means inhibition above about 32%, passing the limit was not always enough;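 further: 0% = enzyme without compound and 100% = blank without enzyme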
Target sequence (P25774 115-331 limits assumed): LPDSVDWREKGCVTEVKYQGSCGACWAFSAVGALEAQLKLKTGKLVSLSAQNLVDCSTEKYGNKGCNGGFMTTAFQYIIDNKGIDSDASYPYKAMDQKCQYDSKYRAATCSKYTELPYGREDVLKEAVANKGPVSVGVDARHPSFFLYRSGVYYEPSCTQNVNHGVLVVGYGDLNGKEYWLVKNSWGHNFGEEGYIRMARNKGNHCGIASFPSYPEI
An asterisk follows results filed as active; . = no result given. Unless noted, no stated cut-off is given here; in the data, active means inhibition above about 20% (passing the limit was not always enough); inactive means the rest.

SMILES	PKA kinase inh	FXIa mix inh	FXIIa inh mix	C1s inh	JNK3 blocker	CatG inh	CatL block	ROCK2 inh	CatS block
CCC(=O)Nc1ccc(NC(=O)c2ccco2)c(OC)c1	12	-1	-2	4	7	1	13	10	6
COCC(=O)/C=C1\Sc2ccccc2N1C	5	-13	-2	-71	-6	1	19	5	1
c1c2c(cc3sc(N4CCOCC4)nc13)OCCO2	-1	5	16	-14	-2	-7	27	-16	10
O=C(CN1CCN(c2ccc(F)cc2)CC1)N1CCC(Cc2ccccc2)CC1	8	-3	0	-8	-1	4	10	2	-8
Cc1nc2ccccc2c2oc(C(=O)N3CCc4ccccc4C3)cc12	-2	4	0	1	4	8	.	4	-3
CSc1nnc2c(n1)OC(c1cn(C)c3ccccc13)N(C(C)=O)c1ccccc1-2 (centres undefined)	9	0	1	-6	.	-3	.	.	-2
Cc1cccc(N(CC(=O)NC2CCCCC2)C(=O)CCC(=O)Nc2cc(C)ccn2)c1	4	0	-31	13	9	11	5	3	.
CCOc1ccc(N(CC(=O)Nc2ccc(OC)cc2)S(C)(=O)=O)cc1	-3	-10	-9	-23	-8	-12	-1	2	6
COc1ccc(-c2noc(COc3ccc4c(c3)OCO4)n2)cc1OC	6	1	11	-13	-7	9	1	10	0
O=C(Nc1ccc2c(c1)OCCO2)C1CCN(S(=O)(=O)Cc2ccccc2)CC1	4	3	-2	-13	4	5	22	3	2
CN(C)c1cccc(NC(=O)Cc2ccc(F)cc2)c1	10	0	10	-4	-8	8	-1	5	-6
Cn1c(=O)n(C)c2cc(/C=N/n3cnnc3)ccc21	-5	-24	12	0	1	2	-12	-6	-2
Cc1cc(C)c2c(n1)nn1c(NCCOCCO)cc(C)nc21	5	-2	4	-144	-1	-8	-77	8	-12
COc1ccc(OC)c(NC(=O)CSc2nc3cccnc3n2C)c1	8	1	3	-1	1	11	7	17	8
COc1cc(OC)cc(-c2cc3nc4c(c(N5CCN(c6ncccn6)CC5)n3n2)CCCC4)c1	3	2	6	-17	-2	0	-43	2	2
Cc1cc(N2CCC(N(C)C3CCCC3)CC2)nc2cc(O)ccc12	6	0	4	-48	-3	-7	-78	5	-1
CCOC(=O)N1CCN(S(=O)(=O)c2ccc3c(c2)CCN3C(=O)C2CCC2)CC1	7	6	9	1	2	0	6	4	15
COc1ccccc1Oc1ccc2c(c1)C(=O)N(c1ccc(O)cc1)C2=O	13	-17	2	-62	-3	0	.	10	-10
Cn1c(=O)n(C)c2cc(C(N)=O)ccc21	0	2	32*	16	-5	14	25	4	12
COc1cc2c(OC)cccc2cc1C(=O)O	7	6	-2	-11	1	3	-14	2	6
Cc1ccnc(N2CCCC(C(=O)Nc3nnc(C)s3)C2)n1 (centres undefined)	2	5	6	18	3	11	-6	-5	0
Cc1ccc2nc(NC3=NCN(C4CCCCC4)CN3)nc(C)c2c1	4	-1	5	-9	-3	0	-1	6	6
COc1ccc(Cl)c(NC(=O)Nc2c(C)n(-c3ccccc3)c(=O)n2C)c1	-1	-4	0	16	-6	11	4	3	12
Nc1nnc(SCC(=O)NC2CCCCC2)n1-c1ccccc1	-5	-6	9	-12	4	5	.	1	0
CC1Cc2nc(SCC(N)=O)n(C)c(=O)c2S1 (centres undefined)	-8	17	8	-8	-5	-1	11	-2	10
Fc1ccccc1OCCSc1nc2ccccc2o1	7	5	-16	-42	0	-7	4	0	13
CC(C)c1cc(CN2CCN(CCC#N)CC2)cc(C(C)C)c1O	0	-4	-11	1	-4	7	7	0	2
Cc1ccsc1/C=c1\sc2ncnn2c1=O	3	13	19	11	2	43*	-8	3	-7
CCCC(=O)N1CCN(C2=NS(=O)(=O)c3ccccc32)CC1	9	4	6	9	5	6	.	3	-7
CCCN1C(=O)c2ccc(C(=O)NCc3ccco3)cc2C1=O	-6	4	2	15	-2	12	17	-4	0
Cc1scc(C(=O)NCc2ccco2)c1-c1ccccc1	10	3	5	1	5	6	12	6	1
CC1=CC(C)(C)N2C(=O)C3(C(C#N)=C(N)Oc4cc(O)ccc43)c3cccc1c32 (centres undefined)	6	8	-9	5	-1	7	7	0	-4
COC(=O)CN1C(=O)C(O)(CC(=O)c2ccc(Cl)cc2)c2ccccc21 (centres undefined)	1	3	0	18	-1	15	-6	-1	-2
CCc1ccc(N/C(SCc2cccc(F)c2)=C(/C#N)C(=O)NCc2ccco2)cc1	6	5	2	15	.	13	-7	.	4
O=C(O)c1cccc(S(=O)(=O)N2CCOCC2)c1	-3	0	8	-31	5	-6	20	-2	25
Cc1sc(NC(=O)CSc2nc(N)n(CC(=O)c3ccccc3)n2)c(C#N)c1C	1	4	-15	5	1	1	1	0	17
COc1cccc(C(=O)Nc2ccc(C)cc2)c1	1	5	-3	3	.	7	8	.	0
Cn1nnnc1SCC(=O)Nc1ccc(Oc2ccccc2)cc1	-5	5	-18	5	2	8	.	-3	2
COCCCNC(=O)C12CCC(C)(C(=O)C1)C2(C)C (centres undefined)	12	3	-18	12	-4	9	13	6	-1
O=C(NCCCN1CCCC1=O)c1ccc2c(c1)NC(=O)C(N1CCOCC1)S2 (centres undefined)	0	7	5	6	2	5	-2	0	20
Cc1nc2ccccn2c1C(=O)NCCCN1CCOCC1	5	0	5	-1	2	-5	1	6	-9
COCc1[nH]nc2c1C(c1c(F)cccc1Cl)C(C#N)=C(N)O2 (centres undefined)	14	0	1	-4	7	-9	28	4	1
Cc1nnc(SCCOC(N)=O)n1C	8	2	3	-24	-1	-11	-7	-4	-5
Cn1nnc2cc(C(=O)N3CCSCC3)ccc21	9	2	3	-12	0	-3	1	8	-1
COc1ccc(Nc2nc(N)nc(CN3CCN(c4ccccn4)CC3)n2)cc1	12	8	12	-8	1	-2	0	7	-1
CCn1c(SCC(=O)n2nc(C)cc2C)nnc1-c1ccc2c(c1)OCO2	13	5	6	11	-2	9	-13	11	-10
Cc1cccc(-n2c(N)cc(=O)nc2SCC(=O)Nc2cc(C)on2)c1	2	8	8	-16	-3	-3	-4	-2	-5
COC(=O)c1ccc(S(=O)(=O)NCc2cccc(OC)c2)n1C	-4	6	4	-47	-3	-6	5	-1	18
C=COC(=O)CSc1nc(-c2cccs2)ccc1C#N	3	.	.	.	-1	.	-54	12	.
CC1Cc2ccccc2N1C(=O)C1CCN(S(=O)(=O)c2cccs2)CC1 (centres undefined)	4	6	1	0	-5	9	1	1	0
CCSc1nc2cc(OC)c(OC)cc2c(=O)n1CC	12	3	3	4	0	-4	-5	7	-7
COc1ccccc1OCCCn1cc(C#N)c2ccccc21	-1	2	-4	3	-1	1	.	3	0
CC1(C)CC(=O)C(CC2=C(O)CC(C)(C)CC2=O)C(=O)C1	2	6	5	1	3	-1	-12	7	-3
CC(NC(=O)NCc1cccnc1)(C(F)(F)F)C(F)(F)F	5	.	.	.	-6	.	-11	10	.
CCn1c(=O)c2cc(S(=O)(=O)NC3CCCCC3)ccc2n(CC)c1=O	-2	11	7	18	1	11	27	0	21
CC(C)N1C(=O)C2C(C(=O)NC3CCCCC3)C3C=CC2(O3)C1C(=O)NC1CCCCC1 (centres undefined)	9	-2	4	-1	2	8	.	2	3
O=C(Cc1c(F)c(F)c(F)c(F)c1F)OC12CC3CC(C1)C(=O)C(C3)C2	-2	-4	10	-70	6	-5	9	1	-4
Cc1ccc(-c2nnc3sc(C4COc5ccccc5O4)nn23)cc1 (centres undefined)	8	-1	-1	6	-5	1	21	6	2
Cc1cc(C)cc(Nc2cc(C)nc3nc(C)nn23)c1	4	3	6	3	-5	-1	.	7	0
COc1cc(C2C(C(=O)c3ccc(C)o3)=C(O)C(=O)N2Cc2cccnc2)ccc1O (centres undefined)	-1	1	24	-30	.	-8	0	.	12
The results go on:
SMILES	PKA kinase inh	FXIa mix inh	FXIIa inh mix	C1s inh	JNK3 blocker	CatG inh	CatL block	ROCK2 inh	CatS block
Cc1ccc(S(=O)(=O)n2nc(-c3ccc(Cl)cc3)nc2NCc2ccco2)cc1	-6	9	-6	22	-3	11	-7	-8	-5
CCC(OC(=O)c1cccs1)C(=O)NCc1ccc2c(c1)OCO2 (centres undefined)	1	4	5	9	-5	7	-1	2	7
COc1ccc(-c2cc(CCCC(=O)NCCc3ccc(OC)cc3OC)no2)cc1	1	1	9	1	-2	7	.	-6	-3
COc1ccc(Cl)cc1C(=O)NCCc1ccc(S(=O)(=O)NC(=O)NC2CCCCC2)cc1	-8	14	-11	0	-4	5	-3	-6	16
Cn1cccc1C(C(=O)NC1CCCCC1)N(C(=O)Cc1cccs1)c1ccc2c(c1)OCCO2 (centres undefined)	1	4	-16	7	2	8	.	11	-2
CCOC(=O)c1cc(S(=O)(=O)NC2CCN(C(=O)OCC)CC2)cn1C	9	4	10	-46	8	3	-2	5	-5
CC(C)(C)C(=O)c1sc(Nc2ccccc2)nc1N	14	7	7	14	7	9	9	27*	-1
CCN(CC)S(=O)(=O)c1ccc(C(=O)OCCN2C(=O)CCC2=O)cc1	2	-4	6	-40	4	-7	-5	1	-3
Cc1cc(=O)n2ncnc2n1COCCO	4	0	-19	-1	3	-4	44	5	18
O=C(CCN1C(=O)COc2ccccc21)N1CCN(c2ccccn2)CC1	15	-2	0	-1	-9	11	11	5	-2
C=CCN(c1ccc(C(N)=O)cc1)S(C)(=O)=O	4	9	12	-3	4	8	15	5	2
COc1ccc(CCC(=O)Nc2ccc(-c3noc(-c4ccc(OC)c(OC)c4)n3)cc2)cc1	-3	9	-5	-26	-3	-1	1	-2	7
Cc1csc(NC(=O)Cc2nn(C)c(=O)c3ccccc23)n1	0	7	3	12	.	9	-1	.	-14
CCc1cc2ccccc2nc1SCC(=O)N1CCN(C(=O)c2ccco2)CC1	4	5	16	13	-1	8	8	4	13
O=C(Nc1ccccc1)N1CCC(c2nc(-c3ccc(S(=O)(=O)N4CCOCC4)cc3)no2)CC1	4	4	3	7	4	6	1	0	0
O=C(CN1CCN(CC(=O)Nc2ccc3c(c2)OCO3)CC1)Nc1ccc(F)cc1	12	4	-19	11	-4	9	15	6	7
c1ccc(-c2ccc(CN3CCN(c4ncccn4)CC3)cc2)cc1	11	1	-2	3	0	1	.	4	-3
Cc1ccc(C2CC(C(F)(F)F)n3nc(C(=O)NCCN4CCOCC4)cc3N2)cc1 (centres undefined)	2	7	7	12	-2	11	-3	-2	0
CCC1Oc2ccccc2N(CC(=O)NCCCN2CCCCC2C)C1=O (centres undefined)	8	4	4	-1	-2	-3	2	4	4
COC(=O)c1c(NC(=O)CSc2n[nH]c(N)n2)sc(C)c1C	6	-3	1	-12	4	-2	7	3	13
CSCCC(N=CC1=C(O)CC(C)(C)CC1=O)C(=O)O (centres undefined)	1	-22	8	-27	-1	-21	-4	0	-6
CCCCC(=O)Nc1ccc(C(=O)Nc2ccc3c(c2)OCO3)cc1	5	10	8	14	1	9	14	4	13
CC1=CCC(Cc2nc3ccccc3o2)C1(C)C (centres undefined)	-1	3	-14	14	-2	9	.	1	13
CCn1c(COc2ccccc2C)nnc1SCC(=O)OC	9	9	5	9	-4	8	-19	4	-9
